C2C12 statin – suppression of simvastatin myotoxicity. rescue of ATP level, % at 7.49 µM. 330,000 compounds, 0.78% hits. C2C12 myotubes + simvastatin, ATP luminescence, 48 h; scaled: DMSO 0, geranylgeraniol control 100;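 active = mean ATP rescue above about 67%, or every replicate alone reaching that limit, limit read from the data, passing the limit was not always enough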;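 also: myotubes were challenged with 10 µM simvastatin during compound exposure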
ERp5 inh – blocks human ERp5 reductase activity on insulin. Q15084. ERp5 insulin aggregation, absorbance 650 nm, 90 min. inhibition, % at 9.99 µM. 350,000 compounds, 0.05% hits. AID 651711;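 active = mean replicate inhibition above about 25%, with every replicate also reaching it, limit read from the data, passing the limit was not always enough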
Target sequence (Q15084 whole entry, looked up): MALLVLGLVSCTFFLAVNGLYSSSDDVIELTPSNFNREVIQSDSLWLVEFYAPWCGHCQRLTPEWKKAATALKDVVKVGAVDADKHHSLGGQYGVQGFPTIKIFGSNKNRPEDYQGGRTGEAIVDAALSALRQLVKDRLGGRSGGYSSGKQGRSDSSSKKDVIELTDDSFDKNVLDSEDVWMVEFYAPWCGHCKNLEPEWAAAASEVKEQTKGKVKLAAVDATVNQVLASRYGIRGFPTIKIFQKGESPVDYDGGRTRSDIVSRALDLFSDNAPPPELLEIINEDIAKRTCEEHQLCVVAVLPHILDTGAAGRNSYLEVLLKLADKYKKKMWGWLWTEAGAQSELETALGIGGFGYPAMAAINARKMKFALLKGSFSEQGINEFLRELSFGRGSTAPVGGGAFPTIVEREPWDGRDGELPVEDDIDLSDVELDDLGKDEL
E-selectin induc – E-selectin induction on HUVECs | P16581 | HUVEC E-selectin immunofluorescence imaging; normalized: neutral wells 0, TNF-alpha wells 100 | activation, % at 7.58 µM | 260,000 compounds, 0.37% hits;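 active = mean E-selectin-positive cell signal at least 10% of the positive control, reached in at least 60% of replicates, without over 20% cell loss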;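 also: in these data hits start at about 27%; measured in HUVEC primary endothelial cells; signal is the percent of cells scored E-selectin positive by PE staining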
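System: HUVEC / Compound: single concentration / Signal: immunofluorescence imaging / Read-out: percent E-selectin-positive cells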
SIRT5 inh – sirtuin-5 (human) deacylase inhibition. Q9NXA8. Purified SirT5, succinyl-peptide AMC, trypsin-coupled fluorescence. inhibition, % at 15 µM. 330,000 compounds, 1.1% hits. AID 652115; in the data active = inhibition above about 15%
Target sequence (Q9NXA8 whole entry, looked up): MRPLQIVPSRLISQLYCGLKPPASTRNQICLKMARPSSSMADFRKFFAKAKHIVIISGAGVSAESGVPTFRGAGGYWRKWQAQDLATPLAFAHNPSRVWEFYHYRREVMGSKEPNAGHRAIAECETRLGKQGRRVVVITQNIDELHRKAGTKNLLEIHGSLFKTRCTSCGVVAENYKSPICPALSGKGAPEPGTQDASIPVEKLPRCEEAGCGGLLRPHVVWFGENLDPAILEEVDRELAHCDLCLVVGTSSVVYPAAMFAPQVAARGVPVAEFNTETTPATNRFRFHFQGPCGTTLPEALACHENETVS
S100A4 inh HTS – blocks human S100A4 binding to myosin IIA peptide; P26447; S100A4/TAMRA-MyoIIA peptide fluorescence polarization; inhibition, % at 10.7 µM; 360,000 compounds, 0.14% hits; AID 652163;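 active = mean inhibition of at least 70% across replicates, with every replicate also reaching that level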
Target sequence (P26447 whole entry, looked up): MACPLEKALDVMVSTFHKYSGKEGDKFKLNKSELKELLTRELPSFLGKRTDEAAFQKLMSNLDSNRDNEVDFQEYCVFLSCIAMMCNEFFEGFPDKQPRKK
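Material: S100A4 monomer protein / Buffer or medium: 50 mM HEPES pH 7.2, 10 mM CaCl2, 100 mM KCl / Times: 5 min incubation before reading / Benchmarks: neutral control DMSO, positive control TFP / Reagent: labelled myosin peptide probe, 5 nM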
DENV2 CPE – DENV2-induced cell death inhibition. DENV2-infected cells, cytopathic effect rescue, plate reader. CPE inhibition, % at 9.99 µM. 350,000 compounds, 1.7% hits; in the data active = CPE inhibition above about 20%, passing the limit was not always enough; tested in BHK-21 cells;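 also: 0% = median of neutral control wells and 100% = median of positive control wells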
PglD DTNB – inhibitors of Campylobacter jejuni PglD acetyltransferase | purified PglD enzyme, DTNB colorimetric CoA detection | inhibition, % at 12.5 µM | AID 602405 | 360,000 compounds, 0.098% hits; in the data active = inhibition above about 16%, passing the limit was not always enough; also: strong numbers were not always called active
Starred values were filed as active, the others as inactive; . = no result given. These rows are one share of the data; the hit share may differ from the screen's.

Values run as follows: C2C12 statin	ERp5 inh	E-selectin induc	SIRT5 inh	S100A4 inh HTS	DENV2 CPE	PglD DTNB
> CN(Cc1ccccc1)C(=O)c1ncn(Cc2ccccc2)c1C(=O)N(C)Cc1ccccc1
→ -32	-3	0.0	1	-2	-8	2
> CCCN(c1ccc(C)cc1)c1nc(=O)c2cccnc2s1
→ .	0	.	-3	-15	-5	-4
> N#Cc1ccccc1S(=O)(=O)N1CCN(C(=O)c2cn(-c3ccccc3)nc2-c2cccnc2)CC1
→ -1	-1	-0.9	-2	-5	-1	4
> CC(=O)N1CCSc2ccc(S(=O)(=O)NCc3ccc(F)cc3)cc21
→ 0	-4	.	1	5	0	4
> CCc1ccc(NC(=O)CSCCO)cc1
→ 2	6	-1.2	-1	-3	-1	-10
> N#C[C@H]1[C@H](c2ccccc2-c2ccccc2F)[C@H](CO)N1C(=O)C1CCC1
→ .	-1	-0.1	-12	5	1	.
> O=C(CSc1nc(=O)n2cc(Cl)ccc2n1)Nc1cccc2ccccc12
→ 17	1	1.1	-1	-4	3	4
> Cc1ccccc1NC(=O)C1CCN(S(=O)(=O)c2cccc3nonc23)CC1
→ 12	-1	.	-2	-1	-4	-2
> CC1(C(=O)NS(=O)(=O)c2ccccc2)CCN1C(=O)CC(c1ccccc1)c1ccccc1 (stereo not drawn)
→ 12	2	-0.1	-1	-4	19	-6
> O=C(NC1CCC1)[C@@H]1[C@@H](CO)[C@@H]2Cn3c(ccc(-c4ccccc4)c3=O)[C@@H]2N1Cc1ccccn1
→ -22	1	-1.7	-4	10	-5	1
> CN1C(=C2C(=O)OC(C)(C)OC2=O)Sc2ccccc21
→ -12	-5	.	3	0	.	-3
> O=C(N[C@H]1CC[C@@H](CCNC(=O)C2CCOCC2)O[C@H]1CO)c1ccccn1
→ -1	-2	-0.1	0	-5	11	-3
> COC(=O)c1cc(NC(=O)Cc2cc(OC)c(OC)c(OC)c2)cc(C(=O)OC)c1
→ -3	-1	.	.	-2	4	-3
> Cc1ccc(C(=O)N/N=C\c2ccc([N+](=O)[O-])s2)cn1
→ .	4	0.6	-5	-6	3	.
> O=C1N[C@@H](Cc2c[nH]c3ccccc23)COC(=O)[C@@H](Cc2ccc(F)cc2)CC/C=C/C[C@@H]1CC(=O)N(CCO)Cc1ccccc1
→ -10	0	0.2	-3	-2	9	-1
> COc1ccc(NCC(=O)N/N=C/C2CCCCC2)cc1
→ .	-6	.	-5	-14	3	4
> CC(C)n1c(SCC(N)=O)nc2c1c(=O)n(C)c(=O)n2C
→ 12	7	.	1	2	-3	4
> COCCC1CCCCN1C(=O)c1ccc(OC2CCN(C(C)=O)CC2)c(OC)c1 (stereo not drawn)
→ 0	3	0.0	-1	-1	-4	.
> CCN1C(=NCCCOC(C)C)N[C@@H](CCc2ccccc2)[C@H](C(=O)NCCCOC(C)C)[C@H]1C
→ -105	-2	0.0	.	2	2	6
> O=C(CCC(=O)NC1CCCCC1)Nc1cccnc1
→ 3	-1	.	-2	2	1	-4
> CCNNC(=O)C(O)(Cc1ccccc1)Cc1ccccc1
→ 4	1	-0.1	-2	2	0	-1
> CCN1C(=O)[C@@H]2[C@@H](c3ccc(-c4ccc5c(c4)OCO5)c(OC)c3)N3CCC[C@@]3(C(=O)OC)[C@@H]2C1=O
→ -2	-1	-0.1	2	0	15	-5
> CCOc1ncccc1C(=O)Nc1ccc2c(c1)OCCCO2
→ -16	0	1.2	4	0	5	-1
> O=C(C[C@@H]1C[C@H]2c3cc(NC(=O)c4cccnc4)ccc3O[C@H]2[C@@H](CO)O1)NCC1CC1
→ -14	-1	-0.3	-2	-19	-2	1
> C#CCN(C[C@@H]1[C@@H](OC(=O)NCc2ccccc2F)[C@@H](OC(=O)NCc2ccccc2F)Cn2c(=O)ccc(=O)n21)S(=O)(=O)c1ccc(C)cc1
→ 3	1	-0.8	.	-6	-8	3
> COc1ccc2c3c(n(C)c2c1)[C@H](CO)N(Cc1cccc(F)c1)CC31CCN(C(=O)Cc2ccccc2)CC1
→ .	-9	-0.2	-2	5	4	.
> O=C(CNC(=O)Cn1cnc2sc3c(c2c1=O)CCCC3)NCc1ccccn1
→ 3	4	.	1	3	-5	-3
> CCC(=O)N(C)C[C@H]1Oc2ncc(C#Cc3ccccc3OC)cc2C(=O)N([C@@H](C)CO)C[C@H]1C
→ -8	-3	0.2	-3	2	17	3
> COc1ccc2ccccc2c1/C=N/N1C(=O)CSC1=S
→ .	-1	1.8	-3	0	0	.
> CC(C)OCCCN(C)C1CCN(S(=O)(=O)c2csc(C(N)=O)c2)CC1
→ 1	-1	13	-4	-4	-4	.
> C[C@@H]1CCCCO[C@H](CN(C)C(=O)CCC(F)(F)F)[C@@H](C)CN([C@H](C)CO)C(=O)c2cc(NC(=O)c3ccccc3)ccc2O1
→ .	0	-0.2	-2	-5	1	2
> CCCC#Cc1cnc2c(c1)C(=O)N([C@H](C)CO)C[C@H](C)[C@@H](CN(C)C(=O)C1CCOCC1)O2
→ -3	6	-0.4	-5	12	-1	5
> COc1ccc(NC(=O)Nc2ccc3c(c2)C(=O)N([C@@H](C)CO)C[C@H](C)[C@H](CN(C)C(=O)CCC(F)(F)F)OCCCC[C@@H](C)O3)cc1
→ .	.	-0.2	.	.	7	-1
> Cc1c(Cl)cccc1N=C(N)N=C(N)N
→ .	3	0.1	-5	-1	-1	.
> CC(=O)c1ccc(-n2c(CCC(=O)O)ccc2-c2ccc(Cl)cc2)cc1
→ 35	1	1.5	-4	10	-5	-7
> Cc1ccc2occ(/C=N/NC(=O)c3ccccc3Br)c(=O)c2c1
→ 8	-10	0.3	6	4	-6	-5
> Cn1c(=O)c(C(=O)NCC2CCCO2)c(O)c2ccccc21 (stereo not drawn)
→ 5	0	8.2	-2	2	3	3
> CC=Cc1ccc2n(c1=O)C[C@@H]1[C@@H](CO)[C@H](C(=O)NCCN3CCCCC3)N(C(C)=O)[C@H]21 (mixture of isomers)
→ .	-3	-0.2	-4	4	-3	.
> O=S(=O)(Nc1ccc(-c2ccc(NS(=O)(=O)c3ccccc3)cc2)cc1)c1ccccc1
→ 9	1	1.1	.	-1	12	-7
> C[C@@H]1CN([C@@H](C)CO)C(=O)c2cc(C3=CCCCC3)cnc2O[C@@H]1CN(C)Cc1ccncc1
→ 13	1	-0.2	2	6	-9	1
> O=C(NC(c1ccc(Cl)cc1)c1cnccn1)C1CCN(Cc2cccc(C(F)(F)F)c2)CC1 (stereo not drawn)
→ -2	6	0.3	.	-2	-7	-3
> Oc1ccc2ccccc2c1CN1CCN(C/C=C/c2ccccc2)CC1
→ 13	-2	.	-1	2	-6	-7
> CC(C)NC(=O)Nc1ccc2c(c1)CC(=O)N([C@@H](C)CO)C[C@@H](C)[C@H](CN(C)Cc1ccc(C(F)(F)F)cc1)O2
→ 14	-1	-8.5	4	15	-6	1
> COc1ccc(NC(=O)Nc2ccc3c(c2)C(=O)N([C@@H](C)CO)C[C@H](C)[C@H](CN(C)S(=O)(=O)c2ccc(C)cc2)OCCCC[C@H](C)O3)cc1
→ .	-2	0.2	6	-11	-4	0
> CC/C(=N\NC(=O)CCC(=O)NCc1ccccc1)c1ccc(O)cc1
→ 8	0	.	1	4	13	-4
> COc1ccccc1-c1cc2nc(NCc3cccc(Cl)c3)ccn2n1
→ -13	-4	1.2	-3	1	4	8
> Cc1ccc(SCCSc2ncccn2)cc1
→ 0	-4	0.1	0	0	-2	-9
> CCOC(=O)Cn1c(S(=O)(=O)Cc2ccccc2)nc2ccccc21
→ -11	2	.	8	-6	-2	0
> COc1cc(C(=O)NCc2cn3cccc(C)c3n2)cc(OC)c1OC
→ 26	-4	-1.7	0	-5	-13	4
> CCNC(=O)NC(C(=O)OC)C12CC3CC(CC(C3)C1)C2 (stereo not drawn)
→ .	-5	.	-2	1	.	1
> COC(=O)[C@@]1(Cc2ccc(F)cc2)[C@H]2c3cc(C(=O)N(C)C)n(C)c3C[C@H]2CN1C(=O)c1ccccc1
→ .	1	1.6	.	-2	17	.
> CCOC(=O)c1c(NC(=O)CSc2nnc(-c3c[nH]c4ccccc34)n2C)sc2c1CCCC2
→ 2	0	0.0	0	0	-5	1

Molecules listed so far that contain fluorine, in the order listed:
Values run as follows: C2C12 statin	ERp5 inh	E-selectin induc	SIRT5 inh	S100A4 inh HTS	DENV2 CPE	PglD DTNB
> CC(=O)N1CCSc2ccc(S(=O)(=O)NCc3ccc(F)cc3)cc21
→ 0	-4	.	1	5	0	4
> N#C[C@H]1[C@H](c2ccccc2-c2ccccc2F)[C@H](CO)N1C(=O)C1CCC1
→ .	-1	-0.1	-12	5	1	.
> O=C1N[C@@H](Cc2c[nH]c3ccccc23)COC(=O)[C@@H](Cc2ccc(F)cc2)CC/C=C/C[C@@H]1CC(=O)N(CCO)Cc1ccccc1
→ -10	0	0.2	-3	-2	9	-1
> C#CCN(C[C@@H]1[C@@H](OC(=O)NCc2ccccc2F)[C@@H](OC(=O)NCc2ccccc2F)Cn2c(=O)ccc(=O)n21)S(=O)(=O)c1ccc(C)cc1
→ 3	1	-0.8	.	-6	-8	3
> COc1ccc2c3c(n(C)c2c1)[C@H](CO)N(Cc1cccc(F)c1)CC31CCN(C(=O)Cc2ccccc2)CC1
→ .	-9	-0.2	-2	5	4	.
> C[C@@H]1CCCCO[C@H](CN(C)C(=O)CCC(F)(F)F)[C@@H](C)CN([C@H](C)CO)C(=O)c2cc(NC(=O)c3ccccc3)ccc2O1
→ .	0	-0.2	-2	-5	1	2
> COc1ccc(NC(=O)Nc2ccc3c(c2)C(=O)N([C@@H](C)CO)C[C@H](C)[C@H](CN(C)C(=O)CCC(F)(F)F)OCCCC[C@@H](C)O3)cc1
→ .	.	-0.2	.	.	7	-1
> O=C(NC(c1ccc(Cl)cc1)c1cnccn1)C1CCN(Cc2cccc(C(F)(F)F)c2)CC1 (stereo not drawn)
→ -2	6	0.3	.	-2	-7	-3
> CC(C)NC(=O)Nc1ccc2c(c1)CC(=O)N([C@@H](C)CO)C[C@@H](C)[C@H](CN(C)Cc1ccc(C(F)(F)F)cc1)O2
→ 14	-1	-8.5	4	15	-6	1
> COC(=O)[C@@]1(Cc2ccc(F)cc2)[C@H]2c3cc(C(=O)N(C)C)n(C)c3C[C@H]2CN1C(=O)c1ccccc1
→ .	1	1.6	.	-2	17	.
